# GPR7 antagonist: antagonists of human GPR7 (neuropeptides B/W receptor 1) | P48145 | GPR7-expressing cells, fluorescence antagonist assay | inhibition, % at 4.4 µM | 290,000 compounds, 1.1% hits; in the data active = inhibition above about 16%, passing the limit was not always enough;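 note: cells stimulated with the agonist NPW; 0% = agonist with vehicle and 100% = vehicle without agonist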
# Target sequence (P48145 whole entry, looked up): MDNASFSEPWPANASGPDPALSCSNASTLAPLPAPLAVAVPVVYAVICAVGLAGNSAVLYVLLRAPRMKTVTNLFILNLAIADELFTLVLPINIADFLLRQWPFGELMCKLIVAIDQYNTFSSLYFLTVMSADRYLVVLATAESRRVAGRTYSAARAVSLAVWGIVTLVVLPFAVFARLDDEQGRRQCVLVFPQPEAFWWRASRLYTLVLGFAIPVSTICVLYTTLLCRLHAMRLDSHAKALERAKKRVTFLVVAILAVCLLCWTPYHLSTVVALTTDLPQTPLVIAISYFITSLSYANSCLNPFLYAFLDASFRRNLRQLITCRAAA
# PHOSPHO1 inh: inhibitors of human PHOSPHO1 phosphatase; Q8TCT1; AID 1565; inhibition, % at 13.3 µM; 290,000 compounds, 1.1% hits; recombinant PHOSPHO1, absorbance phosphatase assay; in the data active = inhibition above about 60%
# Target sequence (Q8TCT1 whole entry, looked up): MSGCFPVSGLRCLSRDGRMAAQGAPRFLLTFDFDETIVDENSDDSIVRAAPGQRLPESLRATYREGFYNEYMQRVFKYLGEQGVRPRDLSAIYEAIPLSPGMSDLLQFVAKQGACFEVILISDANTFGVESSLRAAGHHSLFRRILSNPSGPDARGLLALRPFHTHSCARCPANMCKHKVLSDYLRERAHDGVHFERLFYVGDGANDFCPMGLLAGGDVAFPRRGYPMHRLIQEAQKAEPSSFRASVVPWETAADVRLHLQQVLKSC
# IDE inh: inhibitors of human insulin-degrading enzyme in cells; P14735; HEK cells, FAbetaB cleavage, fluorescence polarization; inhibition, % at 5.59 µM; 320,000 compounds, 0.41% hits;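 active = percent inhibition above the average of all tested compounds plus 3 SD, set per screening campaign, cut at about 16% in these data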;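 note: IDE supplied by intact live HEK cells; FP after avidin binding of uncleaved biotin substrate so inhibition keeps polarization high; 0% = DMSO wells and 100% = 60 µM reference IDE inhibitor Ii1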
# IMP-1 inhibitor: blocks Pseudomonas aeruginosa IMP-1 metallo-beta-lactamase; purified IMP-1, nitrocefin hydrolysis, epi-absorbance fluorescence; inhibition, % at 5.6 µM; 290,000 compounds, 0.45% hits;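 active = inhibition above the mean plus 3 SD of all compounds in the same screening run, cut at about 4.5% in these data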;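 note: 0% = IMP-1 with DMSO and 100% = DMSO wells lacking enzyme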
#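 assay system = purified recombinant IMP-1 metallo-beta-lactamase enzyme | schedule = 15 min preincubation plus 25 min reaction at 25 °C | signal = Epi-absorbance fluorescence, 480 nm excitation, 530 nm emission | read-out basis = percent inhibition from optical density relative to buffer-blank wells | controls = IMP-1 with DMSO as 0%, enzyme-free DMSO as 100%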
# VIM-2 inhibitor: blocks Pseudomonas aeruginosa VIM-2 metallo-beta-lactamase; 290,000 compounds, 0.89% hits; AID 1527; purified VIM-2, nitrocefin hydrolysis, epi-absorbance fluorescence; inhibition, % at 5.6 µM;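 active = inhibition above the mean of all tested compounds plus 3 SD, cutoff set per screening run, cut at about 7.5% in these data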;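 note: red hydrolysis product quenches plate fluorescence so inhibitors raise well fluorescence; 0% = enzyme with DMSO and 100% = DMSO without enzyme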
# M18AAP inhibitor: blocks P. falciparum M18 aspartyl aminopeptidase; recombinant PfM18AAP, H-Glu-NHMec fluorogenic cleavage; inhibition, % at 7.35 µM; 290,000 compounds, 1.2% hits; AID 1822;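 active = inhibition above the campaign mean inhibition over all tested compounds plus 3 SD, cut at about 28% in these data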;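 note: 0% = plate median of test compound wells and 100% = 2 mM ZnCl2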
# NALP1 yeast inh: blocks the NALP1 inflammasome reconstituted in yeast. S. cerevisiae NALP1/ASC/caspase-1 growth, X-gal OD620, 72 h. inhibition, % at 10 µM. 280,000 compounds, 0.61% hits; in the data active = inhibition mostly above about 24%, no sharp cut-off; inactive = mostly below about 32%; note: some compounds called inactive have numbers as strong as hits
# pCIP destab: lowers stability of the mouse p/CIP coactivator protein; F442A p/CIP-EGFP cells, EGFP fluorescence, 16 h; decrease of EGFP signal, % at 10 µM; 290,000 compounds, 0.01% hits; AID 1984;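 active = EGFP signal decrease of at least 30% at 10 µM or well 3 SD below plate mean, unless failing retest; inactive = the rest, including hits failing retest or dose response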; note: some compounds called inactive have numbers as strong as hits; many of its hits are not listed in these tables
# IDE act: IDE (human) activation, cell-based; AID 493087; 340,000 compounds, 0.073% hits; HEK cells, FAbeta-B cleavage, fluorescence polarization; 0% vehicle, 100% cell-free pure enzyme wells; P14735; activation, % at 5.96 µM;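 active = activation above the mean of all tested compounds plus 3 SD, set per screening campaign, cut at about 17% in these data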
# An asterisk follows results filed as active; / = no result given.
1: CCN(CC(=O)Nc1ccccc1C(=O)Nc1ccccc1)Cc1nc2ccccc2c(=O)[nH]1
2: O=C(N/N=C/c1ccc(OC(=O)c2ccccc2Cl)cc1)c1ccccn1
3: COc1ccc(CN(C(=O)c2snc(C(N)=O)c2N)C(C(=O)NC2CCCC2)c2ccc(OC)cc2)cc1 (configuration not stated)
4: COc1cccc(/C=C2\SC(=S)N(NS(=O)(=O)c3ccccc3)C2=O)c1OC
5: Cc1cc(=O)oc2cc(OC(C)C(=O)NCC3CCC(C(=O)O)CC3)ccc12 (configuration not stated)
6: CCC(C)[C@H](N)c1cn([C@@H](CCCCN)C(=O)N2CCNCC2)nn1 (some centres not stated)
7: Cc1nc2c(-c3ccccc3)cnn2c(N)c1-c1ccccc1
8: CCCCc1cc(=O)oc2cc(C)cc(OC(C)C(=O)O)c12 (configuration not stated)
assay / compound,1,2,3,4,5,6,7,8
GPR7 antagonist,-2,-16,0,-17,-3,-20,15,1
PHOSPHO1 inh,47,26,20,22,14,39,35,37
IDE inh,-3,4,0,6,-4,3,/,2
IMP-1 inhibitor,-3.7,-4.6,-5.3,-3.6,-2.2,-2.0,-1.2,-2.2
VIM-2 inhibitor,-7.2,-5.2,-5.8,-4.0,-0.7,-2.5,-1.0,-2.2
M18AAP inhibitor,1,5,2,5,-1,3,-10,6
NALP1 yeast inh,-14,9,-4,-34,-18,-4,36,/
pCIP destab,2,-9,-9,-8,-5,-13,-10,3
IDE act,9,-3,4,5,1,-4,-1,7

9: O=C1NC2(CCc3ccccc32)C(=O)N1CCOc1ccc(Cl)cc1 (configuration not stated)
10: Cc1ccccc1C(=O)N1CCC(C(=O)Nc2cccc(F)c2)CC1
11: CCOC(=O)c1cnc(SC2CC(=O)N(c3ccc(C)cc3)C2=O)nc1N (configuration not stated)
12: CCOC(=O)C1=C(C)NC(=S)NC1c1ccc(OCC(=O)N2CCCCCC2)cc1 (configuration not stated)
13: CCOc1ccc(S(=O)(=O)Nc2ccc(C(=O)NN)cc2)cc1
14: CC(=O)c1cccc(NC(=O)COC(=O)c2n[nH]c3ccccc23)c1
15: Cc1ccc(NC(=O)COC(=O)CNC(=O)C2CCCCC2)c(Br)c1
16: CSc1ncccc1C(=O)Nc1ccc(C)cn1
assay / compound,9,10,11,12,13,14,15,16
GPR7 antagonist,2,4,-1,2,-14,11,5,-8
PHOSPHO1 inh,0,-22,-50,30,5,4,32,29
IDE inh,-2,6,2,9,2,-4,8,2
IMP-1 inhibitor,-2.3,-2.0,-3.1,-2.1,-2.6,-0.1,-1.6,-3.0
VIM-2 inhibitor,-1.4,-3.4,0.8,-0.2,-3.2,-2.1,-2.2,-2.5
M18AAP inhibitor,-4,0,-21,-6,-9,7,2,2
NALP1 yeast inh,12,-14,10,-35,/,-8,7,5
pCIP destab,4,-19,-4,5,-10,8,8,11
IDE act,-1,8,-11,1,1,5,0,0

17: O=S(=O)(Cc1ncc(C(F)(F)F)cc1Cl)c1ccccc1
18: COc1ccc(/C=C\C(=O)NCc2ccc3[nH]c(C)cc3c2)cc1OC
19: CCOCCCNC(=O)c1ccc(CS(=O)(=O)Cc2cccc(C)c2)o1
20: Cc1onc(-c2ccccc2Cl)c1C(=O)N(Cc1ccccc1)C(C)C
21: O=S(=O)(CCSc1nc2ccccc2o1)Cc1ccccc1
22: CC(=O)Nc1ccc(SCC(=O)OCC(=O)NC(=O)NC2CCCC2)cc1
23: Cc1cccc(Nc2nnc(SCC(=O)Nc3cccnc3Cl)s2)c1
24: COc1ccc(CNC(=O)CN(C)S(=O)(=O)c2ccc(Cl)cc2)cc1
assay / compound,17,18,19,20,21,22,23,24
GPR7 antagonist,13,-5,-15,3,-3,8,-8,-6
PHOSPHO1 inh,38,4,45,39,36,32,19,39
IDE inh,1,1,3,1,1,0,0,3
IMP-1 inhibitor,0.1,-1.0,-2.2,-1.4,-2.9,-1.7,-3.3,-2.4
VIM-2 inhibitor,-0.3,-0.2,-2.9,-1.9,1.7,-2.0,-3.9,-1.7
M18AAP inhibitor,-13,2,-9,-6,-3,-6,16,-1
NALP1 yeast inh,16,18,5,3,21,-8,30,25
pCIP destab,-3,2,-8,3,7,-5,3,18
IDE act,5,3,-1,0,-4,0,0,-1

# Results in pCIP destab and M18AAP inhibitor, for four of the compounds above:
cpd	compound	pCIP destab	M18AAP inhibitor
18	COc1ccc(/C=C\C(=O)NCc2ccc3[nH]c(C)cc3c2)cc1OC	2	2
19	CCOCCCNC(=O)c1ccc(CS(=O)(=O)Cc2cccc(C)c2)o1	-8	-9
20	Cc1onc(-c2ccccc2Cl)c1C(=O)N(Cc1ccccc1)C(C)C	3	-6
21	O=S(=O)(CCSc1nc2ccccc2o1)Cc1ccccc1	7	-3

# The list goes on:
25: CCOC(=O)c1sc(NC(=O)c2ccc(Cl)s2)cc1C
26: COc1ccccc1N(CC(=O)NCCSc1ccc(Cl)cc1)S(C)(=O)=O
27: CCc1ccc(C(=O)NC(CCSC)C(=O)OC)cc1 (configuration not stated)
28: O=C(NC1CC1)C1CC(=O)N(c2cccc(Cl)c2)C1 (configuration not stated)
29: CCOCCCNC(=O)C(NC(=O)CNC(=O)c1ccccc1)c1ccc(C)cc1 (configuration not stated)
30: CCCCn1c(=O)cc(N2CCOCC2)[nH]c1=O
31: COc1ccc(NS(=O)(=O)c2cccs2)cc1S(=O)(=O)N1CCOCC1
32: Cc1cc(C)cc(OCc2nnc(SCC(=O)OC(C)C)o2)c1
assay / compound,25,26,27,28,29,30,31,32
GPR7 antagonist,-13,-14,5,-15,-3,-13,-7,2
PHOSPHO1 inh,8,35,11,15,11,50,35,13
IDE inh,6,0,6,6,3,-1,-1,1
IMP-1 inhibitor,-1.8,-2.1,-0.9,-4.3,-2.1,-3.1,-2.7,-4.8
VIM-2 inhibitor,-1.0,-0.8,-2.5,-2.5,-2.5,2.5,-0.2,-4.6
M18AAP inhibitor,1,-9,0,-3,-1,0,5,-9
NALP1 yeast inh,/,-11,13,2,38*,/,-17,52
pCIP destab,-12,-10,-5,-3,-7,-6,-3,-16
IDE act,5,0,-2,1,5,-1,-2,0

33: COC(CN(C)S(=O)(=O)c1cc2c3c(c1)CCN3C(=O)CC2)OC
34: COc1ccc(CN2C3CCCC2CC(NC(=O)Nc2ccccc2)C3)cc1 (configuration not stated)
35: Cc1cccc(C)c1-n1c(SCC(=O)N2CC(=O)Nc3ccccc32)nc2ccccc2c1=O
36: CC(C)c1ccccc1NC(=O)CCCC(=O)O
37: CCCc1cc(=O)oc2c(C)c(OCC(=O)Nc3ccccn3)ccc12
38: OCC[C@@H]1C[C@@H](O)[C@H](O)[C@@]2(Cc3ccccc3O2)O1
39: N=C1S/C(=C\c2ccc(-c3cccc(Cl)c3)o2)C(=O)N1c1nccs1
40: Cc1ccc(C(=O)Oc2oc(-c3ccco3)nc2C=Nc2ccccc2)cc1
assay / compound,33,34,35,36,37,38,39,40
GPR7 antagonist,-6,-5,16,-9,7,-8,-6,8
PHOSPHO1 inh,44,18,-3,-4,29,20,-1,-121
IDE inh,1,6,-1,-3,-5,3,3,/
IMP-1 inhibitor,-2.1,-1.8,-2.8,-1.1,12*,-3.6,-1.7,-0.7
VIM-2 inhibitor,-1.2,-4.4,-0.2,-0.6,-2.8,-1.8,-3.2,-1.7
M18AAP inhibitor,2,2,1,1,-1,0,2,-2
NALP1 yeast inh,24,13,25,14,16,17,0,1
pCIP destab,12,-7,-4,-20,8,-6,-3,-2
IDE act,-3,0,0,3,2,4,-6,/

41: COc1ccc(-n2nc(C(=O)N3CCN(Cc4ccc5c(c4)OCO5)CC3)c3ccccc3c2=O)cc1
42: O=C(COc1ccc2ccccc2c1)N1CCN(C(=O)c2cccs2)CC1
43: Cc1ccc(NS(=O)(=O)c2cc(C(=O)N3CCN(C)CC3)ccc2C)cc1C
44: COc1ccc(C2C(C(=O)NCCCN3CCOCC3)c3ccccc3C(=O)N2c2ccc(OC)cc2)cc1 (configuration not stated)
45: CC(=O)Nc1ccc(-c2cn3c(n2)SCC3)cc1
46: COc1ccc(S(=O)(=O)N2CCC(NC(=O)c3ccccc3)CC2)cc1
47: Cc1nn(-c2ccccc2)c(Cl)c1/C=N\NC(=O)c1cnccn1
48: S=C(NCCc1c[nH]c2ccccc12)NC1CCCCC1
assay / compound,41,42,43,44,45,46,47,48
GPR7 antagonist,-10,-4,-7,7,-11,15,-2,-2
PHOSPHO1 inh,-40,9,43,8,-6,30,7,-15
IDE inh,3,0,2,-5,2,1,-1,2
IMP-1 inhibitor,-1.9,-1.8,-1.4,-0.4,0.6,-2.1,-3.0,-4.5
VIM-2 inhibitor,-0.3,-3.1,-0.1,0.2,3.8,0.2,-2.2,-4.5
M18AAP inhibitor,8,-6,1,3,-2,-6,-8,4
NALP1 yeast inh,0,20,17,11,17,1,23,8
pCIP destab,-2,-1,-8,8,11,-19,7,-12
IDE act,2,-3,0,5,-5,5,-4,2

# In a second layout: 4 of the compounds above.
No. | Structure | GPR7 antagonist | PHOSPHO1 inh | IDE inh | IMP-1 inhibitor | VIM-2 inhibitor | M18AAP inhibitor | NALP1 yeast inh | pCIP destab | IDE act
45 | CC(=O)Nc1ccc(-c2cn3c(n2)SCC3)cc1 | -11 | -6 | 2 | 0.6 | 3.8 | -2 | 17 | 11 | -5
42 | O=C(COc1ccc2ccccc2c1)N1CCN(C(=O)c2cccs2)CC1 | -4 | 9 | 0 | -1.8 | -3.1 | -6 | 20 | -1 | -3
41 | COc1ccc(-n2nc(C(=O)N3CCN(Cc4ccc5c(c4)OCO5)CC3)c3ccccc3c2=O)cc1 | -10 | -40 | 3 | -1.9 | -0.3 | 8 | 0 | -2 | 2
44 | COc1ccc(C2C(C(=O)NCCCN3CCOCC3)c3ccccc3C(=O)N2c2ccc(OC)cc2)cc1 (configuration not stated) | 7 | 8 | -5 | -0.4 | 0.2 | 3 | 11 | 8 | 5

# The list continues:
49: O=C(NNc1ncnc2c1cnn2-c1ccccc1)c1ccco1
50: CCN(CC(=O)NC(C)(C)C)C(=O)COc1c(Cl)cc(Cl)c2ccc(C)nc12
51: Cc1nc(N)[nH]c(=O)c1Oc1cccc(C(F)(F)F)c1
52: CCN(CC)S(=O)(=O)c1ccc2c(c1)C(=NO)c1cc(S(=O)(=O)N(CC)CC)ccc1-2
53: CCOC(=O)C(CC)Sc1nc(-c2ccc(OC)cc2)nc2c1c(=O)n(C)c(=O)n2C (configuration not stated)
54: Nc1ccc(-c2ncc(-c3ccccc3)o2)cc1
55: Cc1onc(-c2ccccc2)c1CNC(=O)Nc1ccccc1
56: O=C(NCC(O)c1ccc([N+](=O)[O-])cc1)Nc1ccccc1 (configuration not stated)
57: CCOc1cc(CN2CCN(S(=O)(=O)Cc3ccccc3)CC2)ccc1OC
assay / compound,49,50,51,52,53,54,55,56,57
GPR7 antagonist,-12,-10,-5,-6,-3,-6,3,6,-21
PHOSPHO1 inh,-8,-8,38,2,/,8,21,39,-119
IDE inh,-3,1,-1,3,/,8,8,-1,-12
IMP-1 inhibitor,-3.0,-2.6,-2.9,-3.5,-1.4,-4.2,-1.3,1.9,-0.9
VIM-2 inhibitor,-3.7,-0.9,0.8,-2.0,-4.4,-6.2,-1.4,1.4,-0.5
M18AAP inhibitor,4,-4,-13,-5,6,6,0,-1,2
NALP1 yeast inh,3,16,38,15,/,24,14,16,15
pCIP destab,-5,-15,-26,-3,/,-5,-18,-1,6
IDE act,3,5,0,2,/,5,3,-3,5

# Screening data: PubChem, several laboratories
